Compound activity (PubChem)
RMI FANCM FP = disruptors of RMI1/RMI2 association with MM2 peptide – biochemical, fluorescence polarization, human, primary screen | AID 1159607, 2016 | RMI core complex with F-MM2 peptide; stronger effect = lower value | RMI core complex (RMI1/RMI2) binding to FANCM MM2 peptide, human | FP signal (polarization) at 33 µM | 70,000 compounds, 0.58% hits; in the data active means FP signal below about 40; further: inactives centre near 61; strong numbers were not always called active; unit not given here
Active calls of the source: *; & = joins results of further samples.

Sample of the layout, 4 compounds:
SMILES	RMI FANCM FP
O=C(CSc1nc2ccccc2o1)NC1Cc2ccccc2C1	61
COc1ccc(-n2c(C)nc3ccc(NS(=O)(=O)c4cccc(Cl)c4Cl)cc3c2=O)cc1	62
COc1ccc(Nc2nc(Nc3ccc(Cl)cc3)nc(N3CCOCC3)n2)cc1	93
Cc1c(-c2ccccc2)nnn1-c1ccc(F)c(Cl)c1	51

The list itself, from the start:
SMILES	RMI FANCM FP
O=C(CSc1nc2ccccc2o1)NC1Cc2ccccc2C1	61
COc1ccc(-n2c(C)nc3ccc(NS(=O)(=O)c4cccc(Cl)c4Cl)cc3c2=O)cc1	62
COc1ccc(Nc2nc(Nc3ccc(Cl)cc3)nc(N3CCOCC3)n2)cc1	93
Cc1c(-c2ccccc2)nnn1-c1ccc(F)c(Cl)c1	51
Cc1ccc(/C=C2/SC(=S)N(c3cccnc3)C2=O)o1	67
O=C(NCCCn1ncccc1=O)Nc1ccc(OC(F)(F)F)cc1	65
COc1ccc(NC(=O)CCCOc2ccc(C)cc2C)c(OC)c1	64
CCc1ccc(-c2cc3c(=O)[nH]nc(SCC(=O)NCc4cccc(OC)c4OC)n3n2)cc1	91
COc1cc(OC)cc(C(=O)Nc2nc3c(C)cc(C)cc3s2)c1	53
CC(Oc1ccc(Cl)cc1Cl)C(=O)NCCCn1ncccc1=O (stereo not drawn)	61
CCn1nnc2c(Nc3cc(Cl)ccc3OC)ncnc21	50
O=C(Nc1cccc(-c2cn3ccsc3n2)c1)c1ccc(F)cc1	73
Cc1ccc(NC(=O)c2ccc(CNS(=O)(=O)c3cccc(C(F)(F)F)c3)cc2)cc1	74
CCOC(=O)C1C(=O)C=C(c2cccs2)CC1c1ccc(OC)c(OC)c1Cl (stereo not drawn)	56
COc1ccc(OCC(O)CNC(=O)c2scc(S(=O)(=O)c3ccc(Cl)cc3)c2C)cc1 (stereo not drawn)	73
Cn1nc(C(=O)Nc2ccc(Oc3ccccc3)cc2)ccc1=O	59
CCOC(=O)c1ccc(NC(=O)Cn2c(-c3nnc(C)o3)cc3ccccc32)cc1	57
NNC(=O)CS(=O)(=O)c1ccc(C(F)(F)F)cn1	57&56
CN(C)S(=O)(=O)c1ccc(C(=O)N=c2sc3cc4c(cc3n2C)OCO4)cc1	115
COc1ccc(C(=O)/C(C#N)=C/c2cccs2)cc1	64
CC1C(=O)NCCN1C(=O)Cc1ccc2ccccc2c1 (stereo not drawn)	71
O=C(Cc1ccc(F)cc1)Nc1ccc2c(c1)CN(S(=O)(=O)c1ccccc1)CC2	67
O=C(C1CCCO1)N1CCc2ccc(NS(=O)(=O)Cc3ccccc3)cc21 (stereo not drawn)	67
CCOc1cc(S(=O)(=O)n2cnc3ccccc32)ccc1F	61
N=C1C(c2nc3ccccc3[nH]2)=C(O)CN1c1cccc(Br)c1	71
Carrying on.
SMILES	RMI FANCM FP
Cc1ccc(-n2nc(C)c3c(Cl)c(C(=O)NCCc4ccccc4)cnc32)cc1	75
CCCC(=O)Nc1ccc2c(c1)OCC(C)(C)C(=O)N2CC(C)C	56
COc1ccc(OC)c(C2SCCN2S(=O)(=O)c2ccc(Cl)cc2)c1 (stereo not drawn)	74
Cc1ccc(C)c(-n2c(Cc3cc(=O)[nH]c(=O)[nH]3)nnc2SCC(=O)Nc2ccc(F)cc2F)c1	53
O=C(Nc1ccc([N+](=O)[O-])cc1Cl)c1cc(Cl)ccc1O	53&59&51
COc1cccc(-c2n[nH]c(=S)o2)c1	71
CC(C)(C)CC(=O)Nc1ccc2c(c1)NC(=O)C(C)(C)CO2	64
CCOC(=O)C(C)Oc1ccc(NC(=O)C(Cl)Cl)cc1 (stereo not drawn)	50
Cc1ccccc1-c1ccc(N2CCN(S(=O)(=O)Cc3ccccc3)CC2)nn1	70
Cc1nn(-c2ccc(N3CCN(C(=O)c4ccc(Br)o4)CC3)nn2)c(C)c1C	57
C[C@@H]1O[C@@H](O[C@H]2[C@H](Oc3cc(O)c4c(c3)O[C@H](c3ccc(O)cc3)CC4=O)O[C@H](CO)[C@@H](O)[C@@H]2O)[C@H](O)[C@H](O)[C@H]1O	115
COc1ccc(CC(=O)NNC(=S)Nc2cccc(SC)c2)cc1OC	48
Cc1ccc(NC(=O)c2c(O)c3ccccc3[nH]c2=O)cc1F	66
COc1ccc2nc(-c3cccc(NS(=O)(=O)c4ccc(F)cc4)c3)cn2n1	71
O=C(Cc1csc(Nc2ccccc2)n1)Nc1nc2ccccc2s1	67
ONC=Nc1nonc1-c1cccnc1	55
O=C(NCCC1=CCCCC1)C(=O)NCC(c1cccs1)N1CCc2ccccc21 (stereo not drawn)	53
NCC1COC2(CCCCC2)O1 (stereo not drawn)	73
O=C(CCc1csc(NC(=O)c2ccc(=O)[nH]c2)n1)NCCc1ccc(F)cc1	60
CCOc1ccc(S(=O)(=O)NCC(c2ccsc2)N2CCN(C)CC2)cc1F (stereo not drawn)	68
Cc1c(C(=O)Nc2ccccc2)sc(N)c1C(N)=O	55
NC(=O)c1ccc(NC(=O)C2CCN(c3ccc(-c4cccs4)nn3)CC2)cc1	117
CN1CCCc2cc(C(CNC(=O)C(=O)Nc3ccc(F)c(F)c3)N3CCOCC3)ccc21 (stereo not drawn)	67
CCOc1cc(N)c(Cl)cc1C(=O)NCC1CN(Cc2ccc(F)cc2)CCO1 (stereo not drawn)	60
CCOC(=O)C1CCN(CC(=O)Nc2ccc(C(F)(F)F)cc2Cl)CC1	57

An excerpt from above in order of their number in RMI FANCM FP, lowest first:
mol	RMI FANCM FP
Cc1ccc(NC(=O)c2c(O)c3ccccc3[nH]c2=O)cc1F	66
Cc1ccccc1-c1ccc(N2CCN(S(=O)(=O)Cc3ccccc3)CC2)nn1	70
COc1ccc(OC)c(C2SCCN2S(=O)(=O)c2ccc(Cl)cc2)c1 (stereo not drawn)	74

A different layout for part of the listing above.
| Compound | RMI FANCM FP |
| --- | --- |
| CN1CCCc2cc(C(CNC(=O)C(=O)Nc3ccc(F)c(F)c3)N3CCOCC3)ccc21 (stereo not drawn) | 67 |
| Cc1ccccc1-c1ccc(N2CCN(S(=O)(=O)Cc3ccccc3)CC2)nn1 | 70 |
| O=C(Nc1ccc([N+](=O)[O-])cc1Cl)c1cc(Cl)ccc1O | 53&59&51 |
| C[C@@H]1O[C@@H](O[C@H]2[C@H](Oc3cc(O)c4c(c3)O[C@H](c3ccc(O)cc3)CC4=O)O[C@H](CO)[C@@H](O)[C@@H]2O)[C@H](O)[C@H](O)[C@H]1O | 115 |
| NCC1COC2(CCCCC2)O1 (stereo not drawn) | 73 |

The listing picks up, repeating the two entries before the break.
SMILES	RMI FANCM FP
CCOc1cc(N)c(Cl)cc1C(=O)NCC1CN(Cc2ccc(F)cc2)CCO1 (stereo not drawn)	60
CCOC(=O)C1CCN(CC(=O)Nc2ccc(C(F)(F)F)cc2Cl)CC1	57
CC(=O)O[C@@H]1CC2C(C)(C)C=CC(=O)[C@]2(C)C2CC[C@@]3(C)[C@H](c4ccoc4)OC(=O)C4OC43[C@@]21C (stereo partly drawn)	58
C=CCN1C(=O)SC(CC(=O)Nc2ccc(Br)cc2)C1=O (stereo not drawn)	49
CCn1c(C)cc(O)c(C(c2cccnc2)N2CCCCC2)c1=O (stereo not drawn)	55
CN1CCN(NC(=O)Nc2cn(C)c3ccccc23)CC1	50
O=C(Nc1cccc(F)c1)c1csc2nc(-c3ccc(F)cc3)cn12	81
Cc1ccc(S(=O)(=O)N2CCN(S(=O)(=O)c3ccc(C)cc3)C(C)C2)cc1 (stereo not drawn)	69
CCOc1cc(-c2nnc(NC(=O)c3cc(Cl)ccc3[N+](=O)[O-])o2)cc(OCC)c1OCC	75
COc1cc(C)c(S(=O)(=O)NCCOc2ccc(-c3ccc(F)cc3)nn2)cc1C	54
COc1ccc([N+](=O)[O-])cc1NC(=NS(=O)(=O)c1ccccc1)c1ccccc1	59
CCOC(=O)n1c(=O)oc2ccccc21	55
O=C(NCCc1nnc2ccc(SCC(=O)N3CCCCCC3)nn12)c1ccc(F)cc1	61
COc1ccccc1OCC(=O)NNC(=O)c1cccn(Cc2ccc(F)cc2)c1=O	63
O=C(COc1ccccc1)N1CCN(c2ccc(-c3cccs3)nn2)CC1	55
Cc1c(/C=C/c2ccnc(SCc3ccccc3)n2)sc2ccccc12	72
Cc1cc(Cl)ccc1OC(C)C(=O)N/N=C\c1cc(Br)ccc1O (stereo not drawn)	59
N#C/C(=C\c1cccs1)C(=O)Nc1cccc(C(F)(F)F)c1	67
CSc1ccc(C(=O)NC(=O)Nc2cc(C)on2)s1	60
O=C(O)COCC(=O)Nc1nnc(C(F)(F)F)s1	60
O=S(=O)(NCCc1ccccc1)c1ccc(Cl)cc1	56
COC(=O)c1ccc(CSc2nnc(C(C)C)c3cnn(-c4ccc(F)cc4)c23)o1	60
O=C(COC(=O)c1c2c(nc3ccccc13)CCC2)c1ccc(F)cc1	92
CC(=O)O[C@@H]1CC2C(C)(C)[C@H](O)C=C[C@]2(C)C2CC[C@@]3(C)[C@H](c4ccoc4)OC(=O)C4OC43[C@@]21C (stereo partly drawn)	58
CSc1nnc(C)c(=O)n1COC(=O)c1c(-c2ccccc2Cl)noc1C	57
O=C1C(=Cc2cccs2)C(=O)c2ccccc21	60&53
CC(=O)Nc1ccc(SCCCC(=O)NC2CC2)nn1	65
The list continues.
SMILES	RMI FANCM FP
O=C(Cc1ccccc1)NCCn1ncc2c(N3CCOCC3)ncnc21	64
CN(C)CCCN(C(=O)CSc1ccc(Cl)cc1)c1nc2c(F)cccc2s1	91
COc1ccc(S(=O)(=O)Nc2ccc3c(c2)NC(=O)C(C)(C)CO3)cc1C	60
Cc1ccc(-c2cc3c(=O)n(CC(N)=O)ncn3n2)cc1C	73
O=C(NCCn1ncccc1=O)c1ccccc1	64
Fc1ccc(NC(=S)N2CCN=C2Nc2ccc(F)cc2)cc1	67
CCc1cc(S(=O)(=O)NCCCn2ccnc2)ccc1OC	65
CCc1ccc(S(=O)(=O)NCCCn2nc(-c3ccc(OC)cc3)ccc2=O)s1	70
CNC(=O)C(=O)Nc1ccc(Cl)c(N2CCCS2(=O)=O)c1	66
N#CC(c1ccccn1)N1CCOCC1 (stereo not drawn)	68
O=C(NC(=S)Nc1ccccc1)C12CCC3CC(CC(C3)C1)C2	58
CC(C)(C)NC(=O)Cn1cnc2c(cnn2C2CCS(=O)(=O)C2)c1=O (stereo not drawn)	62
O=C(O)c1ccc(NS(=O)(=O)c2ccccc2I)cc1	58
CCOc1ccc(CCNC(=O)Cn2cnc3c(sc4cccc(F)c43)c2=O)cc1OCC	117
Cc1ccc(NC(=O)C(=O)NCC2CCN(C(C)C)CC2)cc1Cl	78
COC(=O)c1sc(-c2ccccc2)cc1NC(=O)c1cccc(C)c1	73
Cc1ccc(C2(c3ccc(C)o3)CCCCC2)o1	60
O=C(CSc1nnc(NC(=O)c2cc(Cl)ccc2Cl)s1)Nc1nccs1	34
O=C(Nc1ccc(CN2CCS(=O)(=O)CC2)cc1)c1ccccc1	63
CCS(=O)(=O)c1ccc(C(=O)N(CCN2CCOCC2)c2nc3c(F)cccc3s2)cc1	52
CC(C)NC(=O)COc1ccccc1Br	68
COc1ccc(-n2ccnc(SCc3ccc(F)cc3)c2=O)cc1OC	58
CC(C)(C)c1ccc(NC(=O)N2CCN(c3ccc(-c4ccco4)nn3)CC2)cc1	64
Cc1ccc(-c2cc(=O)n(CC(=O)N(C)C3CCCCC3)cn2)cc1	69
O=C1CCCCC/C=C/CCCCCCCCO1	64
Continued.
SMILES	RMI FANCM FP
CCOC(=O)c1c(NC(=O)CSc2ccc(Cl)cc2)sc2c1CCCCC2	58
CCOC(=O)c1ccc2nc(NC(=O)c3ccc4c(c3)CCCC4)sc2c1	63
Cn1cnc(S(=O)(=O)NC2CCN(Cc3c(F)cccc3Cl)CC2)c1	60
COCCn1c2c(c(=S)[nH]c1=O)CCC2	62
Fc1ccccc1N1CCN(c2ncnc3sc4c(c23)CCC4)CC1	85
O=c1ccc(-c2ccncc2)nn1CCNS(=O)(=O)c1ccc(F)cc1F	63
COc1ccc(S(=O)(=O)NCC(c2cccc3ccccc23)N2CCCC2)cc1 (stereo not drawn)	61
COc1ccccc1CCNc1ccc2nnc(CCNC(=O)c3ccc(C)cc3)n2n1	59
CCOC(=O)Cn1c(=NC(=O)c2ccc(S(=O)(=O)N3CCOCC3)cc2)sc2c(C)cc(C)cc21	61
CCOC(=O)c1csc2ncc(C#N)c(=O)n12	55
O=C(CS(=O)(=O)c1ccc(F)cc1)Nc1nc(-c2cccc([N+](=O)[O-])c2)cs1	52
O=C(CCS(=O)(=O)c1ccc(Cl)cc1)Nc1nnc(-c2ccc3c(c2)OCO3)o1	69
Cc1cc(NC(=O)c2ccc(C(=O)c3ccccc3)cc2)n(C)n1	68
CC(=O)Nc1cc([N+](=O)[O-])ccc1-n1cc(C)c(C(F)(F)F)n1	55
CCc1nc2c(sc3cccc(F)c32)c(=O)n1CC(=O)Nc1ccc(Br)cc1	142
Cc1cc(-c2nn(C)c(=O)c3ccccc23)cc(C)c1OCC(=O)NNC(=O)Nc1ccc(Cl)cc1	56
COc1ccccc1N1CCN(S(=O)(=O)c2cccc(F)c2)CC1	48
O=C(NC1CCCCC1)c1sccc1S(=O)(=O)N1CCN(c2ccccc2)CC1	58
CCc1ccc(S(=O)(=O)N2CCN(c3ccc4nnc(C)n4n3)CC2)cc1	76
Cc1nc2c(N)nnc(N)c2nc1C	52
CC(c1ccccc1)N1C(=O)CC(N2CCOCC2)C1=O (stereo not drawn)	55
O=C(CSc1ncccn1)N1CCc2ccccc21	61
Cc1csc(CN2CCN(C(=O)c3cccc(F)c3)CC2)n1	62
O=C(c1cc2ccccc2oc1=O)N1CCN(Cc2nc(-c3ccc(F)cc3)cs2)CC1	60
CC1=CC(C)=NC2=C(c3ccccc3)SC(=C3C(=O)c4ccccc4C3=O)N12	55
O=C(Nc1nccs1)c1ccc(OCc2ccc3ccccc3n2)cc1	62
O=C(c1ccco1)N(Cc1ccccc1)c1nc2c(F)cc(F)cc2s1	57
C/C(=N/NC(=S)NCCc1ccccc1)c1ccccc1	61
S=C(NNc1nc(N2CCOCC2)nc(N2CCOCC2)n1)Nc1cccc(Cl)c1	53
O=C1c2ccccc2C(=O)N1Cc1ccc(C2Nc3ccccc3-c3cccn32)o1 (stereo not drawn)	63&62

This is a subset, so the mix of outcomes need not match the whole.
